Pol beta inh = blocks human DNA polymerase beta activity. 340,000 compounds, 1.3% hits. Pol beta primer extension/strand displacement, fluorescence kinetic. AID 485314. Potency, µM (top dose mostly 114 µM), inactives show top-dose activity change, negative = inhibition, usual class: inhibitors; also: potency is read from the fitted curve at half-maximal effect; % is scaled to controls: 0 for no effect and ±100 for the full control effect
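Kinetic readout of DNA synthesis with strand displacement by Pol beta. Compound and 10 nM enzyme sit 15 min at room temperature; 50 nM substrate starts the reaction, read immediately and at 10 min.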
ALOX12 inh = inhibitors of human 12S-lipoxygenase ALOX12; Potency, µM (titrated, usually from 108 µM), for the others: at the top dose activity change, negative = inhibition, hits mostly inhibitors; AID 1671190; 580,000 compounds, 1.1% hits; P18054; purified 12hLO, xylenol orange hydroperoxide absorbance; also: potency is read from the fitted curve at half-maximal effect; % is scaled to controls: 0 for no effect and ±100 for the full control effect
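Purified human 12hLO (150 nM final) in 25 mM Hepes, 0.01% Triton X-100, pH 7.0 was preincubated 15 min at room temperature with compound. Then 40 uM arachidonic acid was added, 30 min. Hydroperoxide was read by Fe-XO absorbance ratio 573/405 nm.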
POLK inh = DNA polymerase kappa (human) inhibition. Q9UBT6. AID 588579. Potency, µM (highest dose often 107 µM), without a hit: at the highest dose activity, negative = inhibition, most hits filed as inhibitors. purified Pol kappa, fluorescent DNA synthesis assay, 10 min. 400,000 compounds, 0.53% hits; also: potency is read from the fitted curve at half-maximal effect; % is scaled to controls: 0 for no effect and ±100 for the full control effect
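Activity was followed as the change in fluorescence between reads at 0 and 10 min after starting the reaction with 50 nM substrate. Beforehand, 10 nM polymerase had been preincubated with compound for 15 min at room temperature.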
TRHR ag = TRH receptor (human) agonism | 360,000 compounds, 0.18% hits | activation, % at 2 µM | P34981 | AID 493084 | TRHR cells, calcium flux fluo-8, FDSS agonist mode; in the data active = activation above about 30%; also: 0% is about no effect
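Fluo-8-loaded TRHR cells; 10 s baseline, compound added, kinetic Ca2+ fluorescence read 1/s, agonist mode.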
APEX1 inh = inhibitors of human APE1 endonuclease. P27695. recombinant APE1, TAMRA/BHQ-2 abasic DNA cleavage fluorescence. Potency, µM (highest dose often 65.8 µM), for inactives: top-dose activity change, negative = inhibition, actives largely listed as inhibitors. 350,000 compounds, 0.35% hits. AID 2517;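 also: potency is read from the fitted curve at half-maximal effect; plate controls were vehicle for no effect and reference inhibitor for full effect; nearly all actives have a fitted effect of over 55% in size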
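Measures dequenching upon AP-site incision of a 5'-TAMRA/3'-BHQ-2 THF-containing duplex, 50 nM; human APE1 0.75 nM after 15 min room-temperature exposure to compound; kinetic three-point read at one-minute spacing.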
BLM inh = Bloom syndrome helicase (human) inhibition. 350,000 compounds, 0.2% hits. recombinant BLM DNA unwinding, fluorescence dequenching. P54132. Potency, µM (top dose mostly 56.1 µM), without a hit: at the highest dose activity change, negative = inhibition, actives largely listed as inhibitors;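 also: potency is read from the fitted curve at half-maximal effect; plate controls were vehicle for no effect and no enzyme for full effect; nearly all actives have a fitted effect of over 35% in size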
Target sequence (P54132 whole entry, looked up): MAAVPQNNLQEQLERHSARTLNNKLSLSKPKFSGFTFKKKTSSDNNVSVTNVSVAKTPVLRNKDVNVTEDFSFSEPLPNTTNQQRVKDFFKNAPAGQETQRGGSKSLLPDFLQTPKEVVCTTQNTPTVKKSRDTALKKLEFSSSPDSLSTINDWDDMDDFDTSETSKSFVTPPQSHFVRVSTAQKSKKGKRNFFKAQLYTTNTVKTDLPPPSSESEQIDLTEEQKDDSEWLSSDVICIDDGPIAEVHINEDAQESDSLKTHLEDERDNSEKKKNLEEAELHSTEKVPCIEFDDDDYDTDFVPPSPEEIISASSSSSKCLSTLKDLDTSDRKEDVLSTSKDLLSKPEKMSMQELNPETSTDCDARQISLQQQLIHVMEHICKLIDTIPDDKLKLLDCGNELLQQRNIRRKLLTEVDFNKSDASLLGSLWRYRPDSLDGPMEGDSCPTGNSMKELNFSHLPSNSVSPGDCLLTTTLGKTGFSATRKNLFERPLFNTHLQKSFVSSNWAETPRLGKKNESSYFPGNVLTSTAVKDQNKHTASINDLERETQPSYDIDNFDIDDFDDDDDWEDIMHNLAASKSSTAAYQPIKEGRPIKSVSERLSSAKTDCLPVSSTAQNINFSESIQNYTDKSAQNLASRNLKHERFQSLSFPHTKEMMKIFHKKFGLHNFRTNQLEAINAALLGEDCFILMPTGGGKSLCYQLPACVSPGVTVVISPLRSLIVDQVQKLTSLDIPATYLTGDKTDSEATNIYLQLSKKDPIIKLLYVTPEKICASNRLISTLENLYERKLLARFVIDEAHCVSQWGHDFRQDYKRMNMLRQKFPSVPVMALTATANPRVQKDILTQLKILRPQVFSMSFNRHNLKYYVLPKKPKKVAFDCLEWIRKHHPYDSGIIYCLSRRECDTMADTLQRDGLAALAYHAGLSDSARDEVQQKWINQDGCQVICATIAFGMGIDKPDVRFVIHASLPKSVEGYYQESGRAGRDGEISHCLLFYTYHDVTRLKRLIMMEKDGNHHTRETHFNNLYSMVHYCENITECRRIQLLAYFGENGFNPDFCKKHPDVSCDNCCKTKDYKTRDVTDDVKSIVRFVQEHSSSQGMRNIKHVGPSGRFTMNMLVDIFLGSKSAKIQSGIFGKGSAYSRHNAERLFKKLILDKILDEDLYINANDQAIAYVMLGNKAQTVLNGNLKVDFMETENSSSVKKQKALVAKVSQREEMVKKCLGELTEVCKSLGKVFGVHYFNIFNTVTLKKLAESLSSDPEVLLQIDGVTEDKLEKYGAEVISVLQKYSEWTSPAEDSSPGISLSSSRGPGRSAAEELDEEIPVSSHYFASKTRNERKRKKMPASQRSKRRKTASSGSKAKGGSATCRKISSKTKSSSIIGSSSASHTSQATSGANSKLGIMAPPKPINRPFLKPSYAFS
POLI inh = DNA polymerase iota (human) inhibition. Potency, µM (highest dose often 115 µM), inactives show at the highest dose activity, negative = inhibition, actives largely listed as inhibitors. Q9UNA4. 390,000 compounds, 1% hits. Pol iota fluorescent replication assay, 10 min; also: potency is read from the fitted curve at half-maximal effect
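Fluorescent replication assay read twice, at 0 min and 10 min after adding 50 nM (final) substrate. Enzyme (10 nM) and compounds were first incubated 15 min at room temperature; enzyme-free buffer wells were negative controls.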
Apoferritin bind = binds horse apoferritin like a general anesthetic; P02791; apoferritin/1-aminoanthracene competitive binding, fluorescence; Potency, µM (highest dose often 77.5 µM), without a hit: top-dose activity change, negative = displacement, most hits filed as inhibitors; 350,000 compounds, 0.074% hits; AID 485281; also: potency is read from the fitted curve at half-maximal effect; % is scaled to controls: 0 for no effect and ±100 for the full control effect; nearly all actives have a fitted effect of over 20% in size
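10 uM apoferritin + 50% sat. 1-AMA, PBS; cpd 10 min RT; Ex380/Em535 endpoint; normalized to free probe vs complex; 4-param Hill fit; propofol titration as pos. ctrl.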
ERG Ets-DNA blk = inhibitors of human ERG Ets domain-DNA interaction; P11308; fluorescence polarization, His-ERG Ets domain / labelled DNA; Potency, µM (highest dose often 76.9 µM), without a hit: top-dose FP activity, negative = inhibition, usual class: inhibitors; 370,000 compounds, 0.028% hits; active = well fitted inhibition curve with a large enough effect in the polarisation, with a control signal flat; inconclusive = small, poorly fitted or top-dose-only effect, or effect the other way, or a change in a side signal; inactive = no such curve, though single readings can be large or run the other way; the % refers to the polarisation;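 also: polarization taken with two DNA probes labelled with fluorescein and Texas red; potency is read from the fitted curve at half-maximal effect; % of control where 0% means no effect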
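His-tagged ERG Ets domain (1 uM in the protein solution; 300mM KCl, 50mM Tris-HCl, 1mM EDTA, 1mM DTT, pH 7.5) received compound, then a probe mix of 5 nM fluorescein-DNA and 100nM Texas-615-DNA. Fluorescence polarization was read for both dyes.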
* marks the source's active call; other numbers are inactive results; i = inactive; u = inconclusive; x = no result given; & = joins results of further samples; ! = not confirmed by another sample; [ ] = remark or other dose. Unless noted, calls follow the shape of the dose curve; as a rule, active = well fitted curve in the direction sought with a large enough effect; inconclusive = small, poorly fitted or top-dose-only effect, or another doubt; inactive = no such curve, though single readings can be large; an effect the other way counts as inactive or inconclusive. An excerpt. The share of hits here may be higher or lower than overall.

1) COc1ccc(OC)c(/C=C2\SC(=S)N(Cc3cccnc3)C2=O)c1
2) Cc1ccc(Nc2nc(C(N)=O)c(NC(=O)c3ccccc3Br)s2)cc1
3) CCOC(=O)C1CCN(C(=O)Nc2ccc3snnc3c2)CC1
4) CCOC(=O)N1CCN(c2cc(NCCC(=O)O)c3c4c(onc24)-c2ccccc2C3=O)CC1
5) Cc1ccccc1OCCCN1C(=O)C(=O)c2cccc(C)c21
6) CCOC(=O)c1c(NC(=O)c2cccs2)sc2c1CCC2
7) CN(c1ccccc1)S(=O)(=O)c1cccc(NC(=O)Cc2n[nH]c(=O)c3ccccc23)c1
8) O=C(CSc1nc2c([nH]c3ccccc32)c(=O)n1-c1ccccc1)N1CCCc2ccccc21
screen / no. | 1 | 2 | 3 | 4 | 5 | 6 | 7 | 8
Pol beta inh | 1% | -3% | 14% | 25µM* | -29% | -1% | x | 11%
ALOX12 inh | -6% | 14µM* | -11% | x | u | -11% | u | 0%
POLK inh | -19% | -2%[60.1 µM] | -6% | 18µM* | -6% | -1% | -19% | -14%[60.1 µM]
TRHR ag | 0.6 | 1.5 | 0.7 | -1.7 | 3.8 | 0.6 | 1.3 | 0.9
APEX1 inh | 1% | x | -1% | u | -10% | -4% | 3% | x
BLM inh | -8% | -2% | -1% | -22% | -18% | -3% | x | -1%
POLI inh | 27% | -7% | 1% | u | u | 9% | -14% | -4%
Apoferritin bind | -11% | 185%[activator] | -12% | 0% | u | -5% | x | 2%
ERG Ets-DNA blk | -8% | -4% | -1% | u | 16% | x | -5% | 0%

Four entries picked at random from the list so far, as already listed:
4) CCOC(=O)N1CCN(c2cc(NCCC(=O)O)c3c4c(onc24)-c2ccccc2C3=O)CC1
2) Cc1ccc(Nc2nc(C(N)=O)c(NC(=O)c3ccccc3Br)s2)cc1
3) CCOC(=O)C1CCN(C(=O)Nc2ccc3snnc3c2)CC1
8) O=C(CSc1nc2c([nH]c3ccccc32)c(=O)n1-c1ccccc1)N1CCCc2ccccc21
screen / no. | 4 | 2 | 3 | 8
Pol beta inh | 25µM* | -3% | 14% | 11%
ALOX12 inh | x | 14µM* | -11% | 0%
POLK inh | 18µM* | -2%[60.1 µM] | -6% | -14%[60.1 µM]
TRHR ag | -1.7 | 1.5 | 0.7 | 0.9
APEX1 inh | u | x | -1% | x
BLM inh | -22% | -2% | -1% | -1%
POLI inh | u | -7% | 1% | -4%
Apoferritin bind | 0% | 185%[activator] | -12% | 2%
ERG Ets-DNA blk | u | -4% | -1% | 0%

Next section.
9) Cc1ccc(O)c(C(CCN(C(C)C)C(C)C)c2ccccc2)c1 (centres undefined)
10) Cc1c(OCC(=O)NC2CC(C)(C)NC(C)(C)C2)ccc2c1oc(=O)c1ccccc12
11) CCCCc1c(O)nc(SCC(=O)NCCc2ccc(OC)c(OC)c2)[nH]c1=O
12) O=C(Cc1cccc(NC(=O)C2CCN(C(=O)CCc3ccccc3)CC2)c1)Nc1cccc(C(=O)N2CCOCC2)c1
13) COc1ccc(-n2nc(C(=O)Nc3ccc(OC)c(OC)c3)c3c4ccccc4n(C)c3c2=O)cc1
14) CC(=O)NC(CC(=O)O)c1ccccc1 (centres undefined)
15) O=S(=O)(NCC(c1ccc2c(c1)OCO2)N1CCN(c2ccccc2)CC1)c1ccccc1 (centres undefined)
16) Cc1ccc2cc3cc(C(=O)NCCC(C)C)oc3nc2c1
screen / no. | 9 | 10 | 11 | 12 | 13 | 14 | 15 | 16
Pol beta inh | x | 28% | -15% | x | -22% | 54% | x | 23%
ALOX12 inh | -13%[57.4 µM] | 6% | 9% | 43%[activator] | 0% | 5% | -1% | 23%
POLK inh | -5%[60.1 µM] | -8% | -11% | 17% | -10% | -8% | -13% | -15%
TRHR ag | x | 0.7 | 0.1 | x | 0.2 | 0.5 | 0.3 | -0.4
APEX1 inh | 2% | -20% | -10% | x | 15% | -3% | 23% | 10%
BLM inh | 2% | 130%[activator] | 0% | x | -13% | -5% | x | -2%
POLI inh | x | u | -4% | 27% | u | 7% | 11% | 67%[activator]
Apoferritin bind | -7% | -1% | -8% | x | -3% | -7% | x | -10%
ERG Ets-DNA blk | x | 2% | -8% | -1% | -1% | -9% | -10% | -2%

17) O=C(Nc1nc2n(n1)C(c1ccc(F)cc1)C=C(c1ccccc1)N2)c1cccc([N+](=O)[O-])c1 (centres undefined)
18) NC(=O)c1c(NC(=O)C2CCCO2)sc2c1CCCCC2 (centres undefined)
19) CCOc1ncccc1C(=O)Nc1ccc(F)c(F)c1
20) COc1cc(-c2nnc(SCc3cc(=O)oc4cc(C)ccc34)o2)cc(OC)c1OC
21) COc1ccc(-c2nc(N3CCOCC3)nc3n[nH]c(N)c23)cc1
22) Cn1c(SCc2nnc(-c3ccc(F)cc3)o2)nnc1C1COc2ccccc2O1 (centres undefined)
23) CN1C2=NCCN2C(=O)c2ccccc21
24) CC(C)OP(=O)(c1ccc(N(C)C)cc1)C(Nc1ccccc1)c1cccnc1 (centres undefined)
screen / no. | 17 | 18 | 19 | 20 | 21 | 22 | 23 | 24
Pol beta inh | 4% | 4% | 0% | u | 1% | 2% | 7% | 48%
ALOX12 inh | u | u | -1% | 37%[activator] | 12% | -35% | 8% | 4%
POLK inh | -1% | -32% | -6% | -2% | -3% | -16% | -9% | -3%
TRHR ag | 0.5 | 0.5 | 0.6 | -0.4 | -1.1 | -1.0 | 0.0 | 0.5
APEX1 inh | x | -3% | -3% | 2% | 9% | -5% | -1% | 8%
BLM inh | -5% | -12% | -1% | -8% | -1% | 1% | 3% | -2%
POLI inh | 1% | u | 56%[activator] | 5% | 5% | 8% | 8% | 19%
Apoferritin bind | -4% | 1% | -6% | -19% | -9% | -24% | -6% | 0%
ERG Ets-DNA blk | 2% | 11% | -6% | -13% | 2% | -4% | x | -5%

25) CCCC(Oc1ccc(Br)cc1)c1nc2c3cc(OC)c(OC)cc3nc(=S)n2[nH]1 (centres undefined)
26) O=C(CNCCc1ccc(Cl)cc1)Nc1ccc(C(=O)N2CCCCC2)cc1
27) Cc1nc(-c2cc(C#N)c(Sc3cccc(C(F)(F)F)c3)nc2C)cs1
28) O=C(NN=C1CCCC1)c1cccc(O)c1
29) N=C(CC(O)COc1ccccc1-c1ccccc1)N1CCCCC1 (centres undefined)
30) CCC(C(=O)NC1CCCC1)N(C(=O)Cn1nnc(-c2ccc(C)o2)n1)c1ccccc1OC (centres undefined)
31) Cc1ccc(-c2nc(N3CCOCC3)sc2C(=O)N2CCOCC2)cc1
32) CC(C)CN(C(=O)COC(=O)c1ccccc1NCc1ccco1)c1c(N)n(Cc2ccccc2)c(=O)[nH]c1=O
screen / no. | 25 | 26 | 27 | 28 | 29 | 30 | 31 | 32
Pol beta inh | u | -7% | 0% | 22% | x | 50% | 7% | x
ALOX12 inh | u | u | 0% | u | 1% | 7% | 17% | -25%
POLK inh | -2% | -3% | -17% | -5% | u | 0% | -18% | -9%
TRHR ag | -0.7 | 1.3 | 2.5 | 0.5 | x | -0.7 | -0.2 | 0.4
APEX1 inh | -1% | 86%[activator][12.4 µM] | -4% | 22% | 10µM*! | 7% | 10% | -6%
BLM inh | -5% | 0% | -4% | -3% | -9% | -2% | 2% | x
POLI inh | 10% | 38%[activator] | -12% | 14% | x | 29% | 10% | 4%
Apoferritin bind | -2% | -10% | 0% | -7% | -7%&-13% | -19% | 7% | x
ERG Ets-DNA blk | 0% | -1% | -26% | -9% | x | -5% | -9% | 3%

33) Cc1ccc(C)c(OCCn2cc(C(=O)c3ccco3)c3ccccc32)c1
34) O=C(CC(=O)Nc1nc(C23CC4CC(CC(C4)C2)C3)cs1)NCCO
35) O=[N+]([O-])c1cccc(-c2nnc3ccccn23)c1
36) CCOc1ccccc1C1N(c2ccc(OC)cc2)C(=O)C2CCCN21 (centres undefined)
37) CC(C(=O)Nc1ccc(S(=O)(=O)N2CCCC2)cc1)N1CCN(C(=O)c2ccco2)CC1 (centres undefined)
38) Cc1ccc(OCC(=O)NCC2(N3CCN(C)CC3)CCCCC2)cc1
39) CCCCCn1c(Br)nc2c1c(=O)n(CC(N)=O)c(=O)n2C
40) CCCCNC(=O)/C(C#N)=C/c1ccc(F)cc1F
screen / no. | 33 | 34 | 35 | 36 | 37 | 38 | 39 | 40
Pol beta inh | u | 24% | -1% | 18% | 1% | 6% | 2% | -17%
ALOX12 inh | -1% | 0% | x | 469%[activator] | 0% | u | 4% | u
POLK inh | 6% | -7% | 5% | 17% | -11% | 5% | 7% | -15%
TRHR ag | -1.6 | 0.8 | 0.8 | 1.1 | 0.8 | 1.4 | 0.3 | 0.8
APEX1 inh | x | 14% | 3% | 1% | 1% | x | -7% | 0%
BLM inh | -5% | -3% | -1% | 1% | -4% | -2% | -1% | -4%
POLI inh | 0% | 49%[activator] | 3% | 49%[activator] | 13% | 25% | -5% | 53%[activator]
Apoferritin bind | -12% | u | 2% | -6% | -16% | -15% | -11% | 7%
ERG Ets-DNA blk | 8% | -1% | -5% | -8% | -1% | 1% | -2% | -2%

41) CCCn1c2c(c(=N)c3c1CCC3)CCC2
42) CCc1ccc(-n2c(C)cc(/C=N/NC(=O)c3ccncc3)c2C)cc1
43) Cc1cccc(NS(=O)(=O)c2cccc([N+](=O)[O-])c2)n1
44) COc1ccc(-c2c(C(F)(F)F)nn(C)c2NC(C)=O)cc1
screen / no. | 41 | 42 | 43 | 44
Pol beta inh | 17% | u | -2% | 25%
ALOX12 inh | 0% | -17% | -9% | i
POLK inh | -5% | 9% | 5% | 8%
TRHR ag | -0.8 | -0.3 | 0.5 | -0.4
APEX1 inh | 1% | 8% | 4% | u
BLM inh | -4% | -11% | -6% | -8%
POLI inh | 155%[activator] | 51%[activator] | 28% | 51%[activator]
Apoferritin bind | -11% | -22% | -4% | -4%
ERG Ets-DNA blk | 7% | 8% | 5% | -10%

From PubChem BioAssay
